Glyco luc inh = increase of ERlucT glycosylation luciferase signal, primary screen, N-linked glycosylation inhibitor project, D54 ERlucT cells, luminescence, set 2; 0.23% of 360,000 active; AID 588692, 2011; reporter increase, % at 12.5 µM; D54 ERlucT glycosylation luciferase reporter, 24 h; percent of 100 nM tunicamycin response;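 active = mean luciferase reporter signal, scaled so untreated is 0 and the glycosylation-blocking control 100, at or above a set limit in every replicate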;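 also: luciferase carries N-glycosylation sites so blocking glycosylation raises the light; 0% = median of neutral control wells and 100% = median of 100 nM tunicamycin wells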
hiPSC survival = enhancers of single-cell hiPSC survival, primary screen, ATPlite luminescence | 100% = ROCK inhibitor wells, 0% = DMSO | survival enhancement, % at 20 µM | 0.044% of 360,000 active | AID 602274, 2012; in the data active = survival enhancement above about 18%;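 also: cells exposed to compounds for 16 hours before the ATP read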
aDG glyco up = activators of alpha-DG glycosylation, primary screen, uHTS, Pro5-aDG cells, AlphaScreen | activation, % at 10 µM | alpha-DG glycosylation AlphaScreen (IIH6); 0% Pro5, 100% B10-LARGE cell signal | AID 624168, 2012 | 0.22% of 360,000 active;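 active = activation of at least 8% versus controls, or a plate z-score of at least 8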;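 also: Pro5 are CHO cells carrying HIG-tagged alpha-DG that lacks glycosylation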
CaV13 FRET inh = Primary screen for inhibitors of IQ motif and Ca2+-dependent inactivation inhibitor domain binding in CACNA1D, Förster resonance energy transfer in living cells, …; inhibition, % at 12.3 µM; HEK cells, CFP/YFP FRET ICDI-IQ, plate reader, 10 min; percent FRET-ratio fall versus neutral wells; 0.098% of 340,000 active;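 active = mean replicate inhibition of at least 30% and at least 1% of replicates passing that level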;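 also: 0% = median of the neutral control wells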
PDI inh = inhibitors of human PDI, primary screen, biochemical, turbidity, single point, plate reader; PDI insulin aggregation turbidity, A650, 90 min; 0.052% of 350,000 active; Protein disulfide-isomerase (Homo sapiens), P07237; AID 588391, 2011; inhibition, % at 10 µM;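 active = mean inhibition across replicates of 30% or more, whatever share of single replicates reach that level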;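 also: absorbance from insulin aggregation driven by PDI reduction with DTT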
Target sequence (P07237 whole entry, looked up): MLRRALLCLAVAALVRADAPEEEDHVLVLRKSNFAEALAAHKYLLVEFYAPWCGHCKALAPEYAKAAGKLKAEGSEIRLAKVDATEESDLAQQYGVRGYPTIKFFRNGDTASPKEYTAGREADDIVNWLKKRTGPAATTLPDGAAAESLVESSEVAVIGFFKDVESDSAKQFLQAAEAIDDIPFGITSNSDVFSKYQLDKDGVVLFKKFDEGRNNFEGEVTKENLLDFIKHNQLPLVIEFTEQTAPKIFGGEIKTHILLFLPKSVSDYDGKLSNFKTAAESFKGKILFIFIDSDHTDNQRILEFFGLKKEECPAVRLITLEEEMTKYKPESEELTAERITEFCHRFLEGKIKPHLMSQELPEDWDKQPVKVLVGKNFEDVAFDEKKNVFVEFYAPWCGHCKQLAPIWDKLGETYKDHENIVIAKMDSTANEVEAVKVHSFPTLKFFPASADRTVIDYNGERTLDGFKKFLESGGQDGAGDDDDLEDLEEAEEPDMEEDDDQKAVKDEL
ABCB6 inh 2 = ABCB6 transporter inhibitors, primary screen, K562-ABCB6 cells, flow cytometry, MLPCN library; ATP-binding cassette sub-family B member 6 (Homo sapiens), Q9NP58; K562-ABCB6 porphyrin accumulation, 1 h; active compounds read low; fluorescence ratio to DMSO, % at 10 µM; 0.19% of 360,000 active;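 active = fluorescence ratio to DMSO below 75%, the collection mean minus 3 SD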;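 also: signal is porphyrin accumulated inside mitochondria; 100% equals median channel fluorescence of DMSO control wells; lower ratio means ABCB6 inhibition with less porphyrin fluorescence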
HTR2A ag = mouse Htr2a agonists via beta-arrestin recruitment, primary screen, cell-based, luminescence. 5-hydroxytryptamine receptor 2A (Mus musculus), P35363. CHO-K1 mHTR2A beta-arrestin complementation; percent of 30 µM serotonin response. activation, % at 7.6 µM. 0.66% of 360,000 active. AID 624169, 2012;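 active = activation above a run cutoff, the mean activation of all tested compounds plus 3 SD, cut at about 14% in these data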;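 also: 0% = plate median of compound wells and 100% = 30 µM serotonin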
Target sequence (P35363 whole entry, looked up): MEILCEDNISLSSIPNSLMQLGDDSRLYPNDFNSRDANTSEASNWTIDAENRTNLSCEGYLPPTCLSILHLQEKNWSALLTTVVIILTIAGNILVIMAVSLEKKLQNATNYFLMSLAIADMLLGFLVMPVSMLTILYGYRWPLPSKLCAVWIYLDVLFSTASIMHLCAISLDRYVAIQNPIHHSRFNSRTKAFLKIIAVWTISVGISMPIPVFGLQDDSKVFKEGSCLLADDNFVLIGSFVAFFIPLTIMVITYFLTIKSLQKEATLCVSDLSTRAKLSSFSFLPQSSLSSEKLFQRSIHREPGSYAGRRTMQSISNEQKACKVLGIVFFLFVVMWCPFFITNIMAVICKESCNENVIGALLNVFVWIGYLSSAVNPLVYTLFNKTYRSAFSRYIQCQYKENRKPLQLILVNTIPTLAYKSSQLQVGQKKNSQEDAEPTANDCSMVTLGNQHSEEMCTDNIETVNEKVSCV
Cardio protect = cardioprotection against H2O2-induced cell death, primary screen, uHTS, H9c2 cells, ATPLite luminescence | protection from H2O2 cell death, % at 20 µM | H9c2 cardiomyocytes, H2O2 injury protection, 2 h | 0.63% of 360,000 active;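 active = compounds giving at least 50% protection of heart cells from peroxide-induced death in the single-dose screen, raw or plate-pattern-corrected value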;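 also: 0% = DMSO wells with peroxide and 100% = DMSO wells without peroxide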
Vif inh = HIV Vif self-association inhibitors, primary screen, imaging, HEK293T, single point; HEK293T cells, Vif self-association by quenched fluorescence, 24 h; inhibition, % at 7.49 µM; 0.35% of 340,000 active; AID 602346, 2012; in the data active = inhibition above about 50%, passing the limit was not always enough; also: some results filed as inactive read as strong as hits
Granule exo inh = LAMP-1 surface exposure blockers, TALL-104 cells – cell-based, flow cytometry, MLPCN library, primary screen; TALL-104 LAMP-1 surface exposure; cells stimulated with thapsigargin and PMA; inhibition, % at 10 µM; 0.66% of 360,000 active; AID 651702, 2012;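 active = inhibition above about 55%, limit read from the data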
Starred values were filed as active, the others as inactive.

What do the screens show for `CC(C)Cc1c(O)nc(SCC(=O)Nc2ccc3c(c2)CCC3)[nH]c1=O`?
Glyco luc inh: -0.6; hiPSC survival: 0.1; aDG glyco up: -0.2; CaV13 FRET inh: -9.9; PDI inh: -8.1; ABCB6 inh 2: 92.0; HTR2A ag: 5.2; Cardio protect: -2.0; Vif inh: 5.1; Granule exo inh: -1.2

What do the screens show for `Cc1ccc2nc(N3C(=O)C(O)=C(C(=O)c4cc5ccccc5o4)C3c3cccs3)sc2c1` (stereo unspecified)?
Glyco luc inh: -0.8; hiPSC survival: -2.0; aDG glyco up: 0.3; PDI inh: -12.1; ABCB6 inh 2: 224.0; HTR2A ag: 2.1; Cardio protect: 10.9; Vif inh: 11.8; Granule exo inh: 3.8

Results for COc1cc2c(cc1NC(=O)CCCCCN1C(=O)CCC1=O)oc1ccccc12 ?
Glyco luc inh: 1.4; hiPSC survival: 6.5; aDG glyco up: 0.5; CaV13 FRET inh: -9.9; PDI inh: 0.4; ABCB6 inh 2: 101.0; HTR2A ag: -1.9; Cardio protect: 6.8; Vif inh: -9.9; Granule exo inh: 15.0

What do the screens show for `COc1cc(/C=C2\SC(=S)N(CC(=O)O)C2=O)ccc1OS(=O)(=O)c1ccc(C)cc1`?
Glyco luc inh: -0.3; hiPSC survival: 0.1; aDG glyco up: -0.2; CaV13 FRET inh: -6.4; PDI inh: -10.4; ABCB6 inh 2: 105.0; HTR2A ag: 3.1; Cardio protect: 6.3; Vif inh: 7.9; Granule exo inh: -1.2

What do the screens show for `CN1CCN(c2ccc(CNS(=O)(=O)c3ccc(Cl)cc3)cc2)CC1`?
Glyco luc inh: -1.9; hiPSC survival: -0.3; aDG glyco up: 0.1; CaV13 FRET inh: -2.3; PDI inh: -1.1; ABCB6 inh 2: 97.0; HTR2A ag: -10.4; Cardio protect: 1.4; Vif inh: 4.9; Granule exo inh: 24.2

How did COc1ccc(NC(=S)N2CCC(C(O)(c3ccccc3)c3ccccc3)CC2)cc1 do in these assays?
Glyco luc inh: 0.1; hiPSC survival: -1.3; aDG glyco up: 0.7; CaV13 FRET inh: -5.3; PDI inh: 8.4; ABCB6 inh 2: 98.0; HTR2A ag: -2.1; Cardio protect: 3.5; Vif inh: -4.1; Granule exo inh: -3.2

Results for CCOc1cc(C(=O)NC(=S)Nc2ccc(Cl)c(C(=O)O)c2)cc(OCC)c1OCC ?
Glyco luc inh: 0.6; hiPSC survival: -0.3; aDG glyco up: 0.0; CaV13 FRET inh: -2.1; PDI inh: 2.9; ABCB6 inh 2: 96.0; HTR2A ag: 1.9; Cardio protect: -2.2; Vif inh: -0.6; Granule exo inh: -7.2

Results for CCCC1=Nc2cc(C(=O)N3CCN(c4ccccn4)CC3)ccc2Sc2ccc(C)cc21 ?
Glyco luc inh: -7.8; hiPSC survival: 0.4; aDG glyco up: -0.1; CaV13 FRET inh: -2.8; PDI inh: -10.9; ABCB6 inh 2: 89.0; HTR2A ag: -9.6; Cardio protect: -1.5; Vif inh: -6.4; Granule exo inh: 70.1*

What do the screens show for `NC1=NC[C@@H](Cc2ccc(O)cc2)N1CCC12CC3CC(CC(C3)C1)C2`?
Glyco luc inh: -5.2; hiPSC survival: 1.8; aDG glyco up: 0.7; CaV13 FRET inh: -10.6; PDI inh: -6.4; ABCB6 inh 2: 97.0; HTR2A ag: 0.6; Cardio protect: -7.9; Vif inh: -3.4; Granule exo inh: -0.3

What do the screens show for `Cc1ccccc1C(=O)N1CCC(C(=O)OCC(=O)Nc2cccc([N+](=O)[O-])c2C)CC1`?
Glyco luc inh: -1.7; hiPSC survival: 0.0; aDG glyco up: -0.2; CaV13 FRET inh: -5.4; PDI inh: 3.3; ABCB6 inh 2: 100.0; HTR2A ag: 9.6; Cardio protect: 5.7; Vif inh: -5.1; Granule exo inh: 2.3

How did CN1C(=O)N(CC(=O)Nc2sccc2C(N)=O)C(=O)C12CCCCC2 do in these assays?
Glyco luc inh: -1.3; hiPSC survival: 0.1; aDG glyco up: 0.3; CaV13 FRET inh: -2.2; PDI inh: -1.7; ABCB6 inh 2: 94.0; HTR2A ag: -3.4; Cardio protect: 0.7; Vif inh: -4.0; Granule exo inh: 1.5

What do the screens show for `COc1ccc(/C=C/C(=O)O)cc1S(=O)(=O)NCc1ccccc1`?
Glyco luc inh: -0.3; hiPSC survival: -0.5; aDG glyco up: 0.0; CaV13 FRET inh: -4.7; PDI inh: 4.9; ABCB6 inh 2: 98.0; HTR2A ag: 1.4; Cardio protect: -0.8; Vif inh: 0.2; Granule exo inh: -3.4

What do the screens show for `COc1ccc(OC)c(NC(=O)c2cc3sccc3n2C)c1`?
Glyco luc inh: 3.8; hiPSC survival: -0.4; aDG glyco up: -0.1; PDI inh: -1.4; ABCB6 inh 2: 102.0; HTR2A ag: -1.5; Cardio protect: -4.3; Vif inh: 1.4; Granule exo inh: 4.6

Results for CCOC(=O)N1CCN(C(=O)c2ccc(Oc3ccc([N+](=O)[O-])cc3)cc2)CC1 ?
Glyco luc inh: -0.9; hiPSC survival: -0.5; aDG glyco up: 0.0; CaV13 FRET inh: -6.3; PDI inh: 4.9; ABCB6 inh 2: 95.0; HTR2A ag: 1.8; Cardio protect: -6.8; Vif inh: -5.6; Granule exo inh: -0.6

How did COc1ccc(Cn2c(=S)[nH]c3cc(C(=O)NCc4cccnc4)ccc3c2=O)cc1 do in these assays?
Glyco luc inh: -2.6; hiPSC survival: 0.0; aDG glyco up: 0.7; CaV13 FRET inh: -6.9; PDI inh: -5.7; ABCB6 inh 2: 103.0; HTR2A ag: -8.4; Cardio protect: -0.7; Vif inh: 2.7; Granule exo inh: 6.7

Results for COCCNC(=O)C(C(=O)c1ccc(F)cc1)n1cc(C)ccc1=O (stereo unspecified) ?
Glyco luc inh: 5.7; hiPSC survival: 0.0; aDG glyco up: -0.1; CaV13 FRET inh: 5.5; PDI inh: -0.9; ABCB6 inh 2: 100.0; HTR2A ag: 1.1; Cardio protect: 7.6; Vif inh: -0.2; Granule exo inh: 1.0

How did Cn1c(SCC(N)=O)nnc1C1CCN(C(=O)NCc2ccccc2)CC1 do in these assays?
Glyco luc inh: -0.2; hiPSC survival: -2.3; aDG glyco up: -0.1; CaV13 FRET inh: -4.0; PDI inh: -10.7; ABCB6 inh 2: 95.0; HTR2A ag: 4.9; Cardio protect: -3.3; Vif inh: 19.0; Granule exo inh: -2.3

What do the screens show for `O=C(c1sc2ccccc2c1Cl)N(Cc1ccco1)C1CCS(=O)(=O)C1` (stereo unspecified)?
Glyco luc inh: -1.0; hiPSC survival: 0.0; aDG glyco up: 0.1; CaV13 FRET inh: -2.9; PDI inh: 8.9; ABCB6 inh 2: 104.0; HTR2A ag: -7.4; Cardio protect: -6.6; Vif inh: -2.8; Granule exo inh: 0.6

Results for O=S(=O)(Nc1ncccn1)c1ccc(NC(=S)NCc2cccnc2)cc1 ?
Glyco luc inh: 1.2; hiPSC survival: -2.4; aDG glyco up: -0.1; CaV13 FRET inh: 6.0; PDI inh: 11.8; ABCB6 inh 2: 99.0; HTR2A ag: -1.9; Cardio protect: 4.6; Vif inh: 5.0; Granule exo inh: -0.6

What do the screens show for `COc1ccc(Cc2c(-c3ccc(F)cc3)nc3cc(C)c(Br)c(C)n23)c(C)c1`?
hiPSC survival: 0.8; aDG glyco up: -0.4; CaV13 FRET inh: -5.2; ABCB6 inh 2: 128.0; HTR2A ag: -3.2; Granule exo inh: -3.0

Results for CCOC(=O)c1c(S(=O)(=O)Nc2ccc(CN3CCC(C)CC3)cc2)c(C)n(C)c1C ?
Glyco luc inh: -5.4; hiPSC survival: 3.2; aDG glyco up: -0.1; CaV13 FRET inh: -4.2; PDI inh: 13.1; ABCB6 inh 2: 96.0; HTR2A ag: -8.3; Cardio protect: -2.5; Vif inh: -0.5; Granule exo inh: 0.4

What do the screens show for `O=C(Nc1cc(S(=O)(=O)N2CCOCC2)ccc1Cl)C(=O)c1c(-c2ccccc2)cc2ccccn12`?
Glyco luc inh: -3.8; hiPSC survival: -2.2; aDG glyco up: -0.5; CaV13 FRET inh: -4.2; PDI inh: -1.2; ABCB6 inh 2: 92.0; HTR2A ag: -3.8; Cardio protect: 2.7; Vif inh: -18.8; Granule exo inh: 13.0

Results for CC(=O)C1=C(O)C(=O)N(Cc2cccnc2)C1c1ccc(O)cc1 (stereo unspecified) ?
Glyco luc inh: -0.5; hiPSC survival: 0.2; aDG glyco up: 0.9; CaV13 FRET inh: -4.9; PDI inh: 2.2; ABCB6 inh 2: 102.0; HTR2A ag: 4.3; Cardio protect: -0.7; Vif inh: 3.5; Granule exo inh: 1.7

How did CC1CCN(S(=O)(=O)c2ccc(Cl)cc2)CC1 do in these assays?
Glyco luc inh: -4.6; hiPSC survival: -0.8; aDG glyco up: 0.2; CaV13 FRET inh: -7.1; PDI inh: -4.9; ABCB6 inh 2: 103.0; HTR2A ag: 2.5; Cardio protect: -8.0; Granule exo inh: -0.4

What do the screens show for `CCN1CCCC(Sc2nc3c([nH]2)c(=S)n(C)c(=O)n3C)C1` (stereo unspecified)?
Glyco luc inh: 1.4; hiPSC survival: -0.2; aDG glyco up: 0.0; CaV13 FRET inh: -3.2; PDI inh: -10.5; ABCB6 inh 2: 102.0; HTR2A ag: 4.1; Cardio protect: 3.6; Vif inh: 5.9; Granule exo inh: -15.4

Results for Cc1cccc(NC(=O)CSc2nnc(CNC(=O)c3ccc(S(=O)(=O)N(C)C)cc3)n2-c2cccc(C)c2)c1 ?
Glyco luc inh: 0.2; hiPSC survival: 2.3; aDG glyco up: 0.0; CaV13 FRET inh: -2.9; PDI inh: -3.2; ABCB6 inh 2: 95.0; HTR2A ag: -2.8; Cardio protect: 2.6; Vif inh: 1.2; Granule exo inh: 4.8

Structural class: the compounds so far with a furan ring, fused or not.
What do the screens show for `Cc1ccc2nc(N3C(=O)C(O)=C(C(=O)c4cc5ccccc5o4)C3c3cccs3)sc2c1` (stereo unspecified)?
Glyco luc inh: -0.8; hiPSC survival: -2.0; aDG glyco up: 0.3; PDI inh: -12.1; ABCB6 inh 2: 224.0; HTR2A ag: 2.1; Cardio protect: 10.9; Vif inh: 11.8; Granule exo inh: 3.8

Results for COc1cc2c(cc1NC(=O)CCCCCN1C(=O)CCC1=O)oc1ccccc12 ?
Glyco luc inh: 1.4; hiPSC survival: 6.5; aDG glyco up: 0.5; CaV13 FRET inh: -9.9; PDI inh: 0.4; ABCB6 inh 2: 101.0; HTR2A ag: -1.9; Cardio protect: 6.8; Vif inh: -9.9; Granule exo inh: 15.0

What do the screens show for `O=C(c1sc2ccccc2c1Cl)N(Cc1ccco1)C1CCS(=O)(=O)C1` (stereo unspecified)?
Glyco luc inh: -1.0; hiPSC survival: 0.0; aDG glyco up: 0.1; CaV13 FRET inh: -2.9; PDI inh: 8.9; ABCB6 inh 2: 104.0; HTR2A ag: -7.4; Cardio protect: -6.6; Vif inh: -2.8; Granule exo inh: 0.6

The order is random; overall some 3.1% were active at least once.
